# DENV2 CPE: inhibitors of DENV2 cytopathic effect, primary screen, cell-based, plate reader, single concentration | DENV2-infected cells, cytopathic effect rescue | CPE inhibition, % at 9.99 µM | 350,000 tested, 1.7% active | AID 651640, 2012; in the data active means CPE inhibition above about 20%, passing the limit was not always enough; tested in BHK-21 cells;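 further: 0% = median of neutral control wells and 100% = median of positive control wells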
# EWS-Fli inh: EWS/Fli-driven NR0B1 reporter inhibitors, primary screen, A673 cells, NR0B1 luciferase, luminescence, MLPCN library. viability-normalised. inhibition, % at 12.6 µM. 350,000 tested, 0.67% active;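 active means mean inhibition of at least 50% after viability correction, with every replicate also passing that limit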;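 further: firefly luciferase signal divided by Alamar Blue viability fluorescence both relative to DMSO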
# GSIS activator: GLuc luminescence reporter in INS-1E cells, primary screen for activators of glucose-dependent secretion of insulin; INS-1E GLuc reporter insulin secretion, 2-3 h; activation, % at 16.6 µM; 370,000 tested, 0.61% active;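 active means lowest replicate activation of at least 40%, so every replicate reaches that level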;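 further: 0% = median of neutral control wells and 100% = median of IBMX positive control wells; some compounds called inactive have numbers as strong as hits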
# PAX8 reporter: inhibitors of PAX8-driven TPO luciferase reporter, primary screen, RMG-I cells, single concentration | SteadyGlo, 24 h | inhibition, % at 12.6 µM | 360,000 tested, 1.2% active;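 active means mean replicate inhibition at least 60% with every replicate also reaching 60%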;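 further: luciferase light reporting Pax8 driven TPO promoter activity; plate controls were median of neutral control wells for no effect and mitoxantrone controls for full effect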
# FN deposition inh: inhibitors of fibronectin matrix deposition, primary screen, AH1F cells, Alexa488-fibronectin fluorescence, plate reader. AH1F fibroblasts, overnight. 350,000 tested, 0.086% active. inhibition, % at 12.6 µM;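 active means mean inhibition across replicates of 30% or more, regardless of how many single replicates reach that level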;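 further: positive control wells lacked labelled fibronectin entirely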
#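 material = AH1F fibroblast monolayer depositing Alexa488-labelled fibronectin into matrix | amount = 10000 AH1F cells/well | buffer or medium = DMEM plus 2% serum, read in PBS | incubation = 1 h cell adhesion before compound, then overnight fibronectin incubation | detection = fluorescence at 485 nm excitation, 525 nm emission | evaluation = percent inhibition as loss of matrix-bound fibronectin fluorescence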
# miR-122 sensor: miR-122 Renilla sensor signal increase in Huh7, primary screen, miR-122 inhibitor project, cell-based, single point, plate reader. Huh7 miR-122 Renilla luciferase sensor, 48 h; neutral wells = 0, positive control = 100. activation (reporter increase), % at 12.5 µM. 340,000 tested, 0.3% active;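 active means mean replicate activation score at least 90 and every replicate individually at or above 90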;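 further: higher luciferase means less miR-122 activity so hits act as miR-122 inhibitors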
# F508del corr: F508del CFTR correction, initial screen, CFBE line, single point | CFBE cells, YFP halide quenching; stimulated with forskolin plus potentiator P3; % fluorescence drop versus neutral controls | activity (quench increase), % at 7.58 µM | 350,000 tested, 0.36% active;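 active means mean added fluorescence quench of at least 8% versus neutral control, with both replicates also reaching 8%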;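 further: cells transiently co-express mutant CFTR-F508del with the halide-sensitive YFP; corrector assay measuring rescue of mutant channel to the surface after 24 h compound exposure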
# * = called active by the depositor; . = no result given; [ ] = dose if it differs, or a comment.
SMILES,DENV2 CPE,EWS-Fli inh,GSIS activator,PAX8 reporter,FN deposition inh,miR-122 sensor,F508del corr
Cc1noc(C)c1NC(=O)N(C)C[C@@H]1Oc2ccc(NC(=O)C3CC3)cc2C(=O)N([C@H](C)CO)C[C@H]1C,.,-4,1,-12,1,-1[16.7 µM],0.9
Cc1ccsc1C=C1C(=O)c2ccccc2C1=O,.,.,7,-6,0,6,.
COc1cccc(C(=O)OC(C)C(=O)Nc2ccc3c(c2)OCO3)c1 (centres undefined),7,-9,-22,-8,-4,.,4.1
CCCc1nnc(NS(=O)(=O)c2ccc(C)cc2)o1,1,-33,1,8,.,10,-0.2
CCC(CC)c1nnc(NC(=O)c2cccc(S(=O)(=O)N3CCc4ccccc43)c2)s1,-1,3,1,.,.,1,-6.5
CCOC(=O)C1=CCN(S(=O)(=O)c2ccccc2C)C1c1cccc(F)c1 (centres undefined),-10,-1,-7,21,-5,-4,1.4
C[C@H]1CN([C@@H](C)CO)C(=O)Cc2cc(NC(=O)CCC(F)(F)F)ccc2O[C@H]1CN(C)Cc1ccc(Oc2ccccc2)cc1,5,10,-32,22,4,2[16.7 µM],2.0
Cc1ccc(NC(=O)c2sccc2C)cc1S(=O)(=O)N(C)C,.,.,13,-7,13,-2,.
Cc1noc(C)c1S(=O)(=O)N(C)C[C@H]1Oc2c(NS(=O)(=O)c3cn(C)cn3)cccc2C(=O)N([C@H](C)CO)C[C@H]1C,-3,-17,6,.,-8,-1[16.7 µM],-0.6
COC(=O)CCCC(=O)N1CCC(CCC(=O)NCc2ccc(F)cc2)CC1,8,-18,5,-13,-7,4,2.8

# Record cards, as listed above. Values in the order: DENV2 CPE	EWS-Fli inh	GSIS activator	PAX8 reporter	FN deposition inh	miR-122 sensor	F508del corr
# Cc1noc(C)c1NC(=O)N(C)C[C@@H]1Oc2ccc(NC(=O)C3CC3)cc2C(=O)N([C@H](C)CO)C[C@H]1C across the screens: .	-4	1	-12	1	-1[16.7 µM]	0.9
# Cc1noc(C)c1S(=O)(=O)N(C)C[C@H]1Oc2c(NS(=O)(=O)c3cn(C)cn3)cccc2C(=O)N([C@H](C)CO)C[C@H]1C across the screens: -3	-17	6	.	-8	-1[16.7 µM]	-0.6
# CCOC(=O)C1=CCN(S(=O)(=O)c2ccccc2C)C1c1cccc(F)c1 (centres undefined) across the screens: -10	-1	-7	21	-5	-4	1.4
# CCC(CC)c1nnc(NC(=O)c2cccc(S(=O)(=O)N3CCc4ccccc43)c2)s1 across the screens: -1	3	1	.	.	1	-6.5

# The main list resumes, starting four compounds before the break.
SMILES,DENV2 CPE,EWS-Fli inh,GSIS activator,PAX8 reporter,FN deposition inh,miR-122 sensor,F508del corr
C[C@H]1CN([C@@H](C)CO)C(=O)Cc2cc(NC(=O)CCC(F)(F)F)ccc2O[C@H]1CN(C)Cc1ccc(Oc2ccccc2)cc1,5,10,-32,22,4,2[16.7 µM],2.0
Cc1ccc(NC(=O)c2sccc2C)cc1S(=O)(=O)N(C)C,.,.,13,-7,13,-2,.
Cc1noc(C)c1S(=O)(=O)N(C)C[C@H]1Oc2c(NS(=O)(=O)c3cn(C)cn3)cccc2C(=O)N([C@H](C)CO)C[C@H]1C,-3,-17,6,.,-8,-1[16.7 µM],-0.6
COC(=O)CCCC(=O)N1CCC(CCC(=O)NCc2ccc(F)cc2)CC1,8,-18,5,-13,-7,4,2.8
CN(C[C@@H]1N[C@@H](CO)[C@@H]1c1ccc(-c2cccc(F)c2)cc1)S(C)(=O)=O,4,-2,-3,10,-11,7[16.7 µM],-0.9
CC(C)(C)OC(=O)N[C@H](Cc1ccccc1)C(=O)N1CCC[C@@H]1C(=O)O,-5,1,-1,-10,1,-6,1.7
COc1c2occc2c(OC)c2c(=O)cc(C(F)(F)C(F)(F)F)oc12,-4,9,-3,.,-3,-2,0.1
CC(C)NC(=O)Nc1ccc2c(c1)CC(=O)N([C@H](C)CO)C[C@H](C)[C@@H](CN(C)Cc1ccccc1)O2,-6,3,4,-7,.,-2[16.7 µM],-2.5
O=[N+]([O-])c1cc(C(F)(F)F)ccc1N1CCN(S(=O)(=O)c2ccc3c(c2)CCCC3)CC1,15,27,-5,-14,-3,1,0.3
CC(=O)N1CC(=O)N2[C@H](C1)[C@H](c1ccc(-c3cccc(C(=O)N(C)C)c3)cc1)[C@@H]2CO,-10,-5,4,-22,.,.,-1.6
COc1ccc(C(=O)Nc2ccccc2C(=O)NCc2cccnc2)cc1,-4,-10,25,1,7,-7,-0.2
c1ccc(Cc2noc(CN3CCCC(CN4CCOCC4)C3)n2)cc1 (centres undefined),-3,0,-18,-1,-2,-7,0.8
Cc1ccc(S(=O)(=O)Nc2ccc3c(c2)C(=O)N([C@H](C)CO)C[C@H](C)[C@@H](CN(C)CC2CC2)OCCCC[C@H](C)O3)cc1,-9,1,-4,4,1,0[16.7 µM],-1.8
COc1cc(C(=O)N/C(=C\c2cn(C)c3ccccc23)C(=O)N2CCN(C)CC2)cc(OC)c1OC,-3,.,-12,0,5,-4,-3.0
CN1C(=O)c2cc(NC(=O)c3ccccc3F)ccc2OC[C@H]2O[C@@H](CC(=O)NCc3ccc4c(c3)OCO4)CC[C@@H]21,-5,-2,-5,1,4,-48[16.7 µM],1.6
Nc1nc2n(n1)C(c1ccco1)CC(c1ccc(Cl)cc1)N2 (centres undefined),.,.,.,13,2,-2,.
Cc1nn2c(C(F)(F)F)c3c(nc2c1-c1ccccc1)CCC3,.,.,0,26,1,.,.
O=C(NC1CCCCC1)Oc1ccccc1,3,-30,16,-29,-9,.,0.1
COc1ccccc1NC(=O)N1CCCCN2[C@@H](CO)[C@H](c3ccc(C#CC4CC4)cc3)[C@@H]2C1,-2,5,.,-35,.,.,0.1
Cc1ccc(S(=O)(=O)Nn2cnnc2)cc1,2,-2,7,-5,3,.,-0.1
CCOC(=O)N1CCN(C(=O)CSc2ccc3nnc(-c4ccccn4)n3n2)CC1,11,3,2,10,5,.,-9.1
CCC(C)(C)NC(=O)C(OC(=O)c1ccco1)c1ccc(OC)cc1 (centres undefined),0,5,-1,17,-8,-1,-4.0
COc1ccc(NC(=O)Nc2ccc3c(c2)C(=O)N([C@@H](C)CO)C[C@@H](C)[C@H](CN(C)C(=O)CCC(F)(F)F)OCCCC[C@@H](C)O3)cc1,-1,-1,-9,15,.,-7[16.7 µM],0.2
O=C1CN(Cc2ccccc2)C[C@@H]2[C@H](c3ccc(-c4ccccc4)cc3)[C@H](CO)N12,1,14,9,6,.,.,-1.6
Nc1ncnc(N2CCc3ccccc32)c1[N+](=O)[O-],1,-14,10,-48,2,-1,-1.1
CCS(=O)(=O)N[C@H]1C=C[C@@H](CC(=O)N2CCCCC2)O[C@@H]1CO,0,8,-10,-9,-4,1[16.7 µM],-1.3
CC(C)(CNc1ccc(S(=O)(=O)C(F)(F)F)cc1[N+](=O)[O-])N1CCOCC1,-1,23,-13,13,1,-7,-5.5
CC(C)(C)CN1CCNC(=O)C1CC(=O)NCCN1CCCc2ccccc21 (centres undefined),-2,-1,0,12,5,.,-0.9
Cc1ccc(S(=O)(=O)N(C)C)cc1NC(=S)NNC(=O)C1CC1,-14,3,.,27,-1,.,.
COc1ccc(CC(=O)NNS(=O)(=O)c2ccc(F)cc2)cc1,-2,17,-3,2,-3,1,1.1
CCOC(=O)COc1nc(-c2ccccc2)cc(-c2ccco2)c1C#N,-6,7,-4,-23,4,2,-1.0
Cn1nnc(NC(=O)c2ccc([N+](=O)[O-])cc2Cl)n1,.,-3,7,28,-7,-6,-0.6
COc1ccc(-c2cc(=O)oc3c(C)c(OCC(=O)N[C@@H](Cc4ccc(O)cc4)C(=O)O)ccc23)cc1,-15,4,-9,.,.,2,0.6
C[C@H](CO)N1C[C@H](C)[C@@H](CN(C)Cc2ccc3c(c2)OCO3)OCCCC[C@H](C)Oc2ccc(NC(=O)c3ccccc3)cc2C1=O,4,15,-15,0,.,11[16.7 µM],1.1
C[C@@H]1CN([C@@H](C)CO)C(=O)Cc2cc(NC(=O)C3CC3)ccc2O[C@H]1CN(C)C(=O)Nc1cccc2ccccc12,-1,10,1,21,.,-2[16.7 µM],2.9
C/C=C/c1ccc2c(c1)O[C@H](CN(C)C(=O)CC1CC1)[C@@H](C)CN([C@H](C)CO)S2(=O)=O,-5,1,20,.,-5,11[16.7 µM],-1.4
C/C(=C/CCC(C)[C@H]1CC[C@@]2(C)C3=C(CC[C@]12C)[C@@]1(C)CCC(=O)C(C)(C)[C@@H]1CC3)C(=O)O (some centres undefined),-5,2,.,7,-6,.,-4.4
CCN(C(=O)CN(C)Cc1c(F)cccc1Cl)c1c(N)n(Cc2ccccc2)c(=O)[nH]c1=O,.,.,16,25,-2,.,.
CCS(=O)(=O)Nc1ccc2c(c1)C(=O)N(C)[C@H]1CC[C@@H](CC(=O)NCc3ccccc3F)O[C@H]1CO2,3,-2,3,-7,-7,.,.
CN1c2ccc(Br)cc2[C@H]2[C@H](CCN2C(=O)C2CCC2)[C@H]1CO,105*,-4,-1,.,-4,.,3.3
CCN(CC(=O)Nc1ccc(C#N)cc1)CC(=O)Nc1ccc2c(c1)OCCO2,-9,10,.,5,1,-5,1.9
CCOC(=O)c1c(N2C(=O)Nc3ccccc3N2O)n[nH]c1-c1cccc(Cl)c1,0,14,11,18,0,-19,3.2
O=C(N/N=C\c1ccc(Cl)s1)c1ccc(Cn2cccn2)o1,-8,-24,0,4,-3,.,-0.2
CCOC(=O)C1=CCN(S(=O)(=O)c2cccc(Cl)c2)C1c1cccc(F)c1 (centres undefined),7,10,-4,12,4,-1,3.1

# Compounds listed so far containing two or more sulfur atoms:
SMILES,DENV2 CPE,EWS-Fli inh,GSIS activator,PAX8 reporter,FN deposition inh,miR-122 sensor,F508del corr
CCC(CC)c1nnc(NC(=O)c2cccc(S(=O)(=O)N3CCc4ccccc43)c2)s1,-1,3,1,.,.,1,-6.5
Cc1ccc(NC(=O)c2sccc2C)cc1S(=O)(=O)N(C)C,.,.,13,-7,13,-2,.
Cc1noc(C)c1S(=O)(=O)N(C)C[C@H]1Oc2c(NS(=O)(=O)c3cn(C)cn3)cccc2C(=O)N([C@H](C)CO)C[C@H]1C,-3,-17,6,.,-8,-1[16.7 µM],-0.6
Cc1ccc(S(=O)(=O)N(C)C)cc1NC(=S)NNC(=O)C1CC1,-14,3,.,27,-1,.,.

# (more compounds)
SMILES,DENV2 CPE,EWS-Fli inh,GSIS activator,PAX8 reporter,FN deposition inh,miR-122 sensor,F508del corr
COCC1CCN(Cc2nc(-c3ccc4c(c3)OCO4)no2)C1 (centres undefined),7,-32,14,-27,-3,.,2.3
C[C@@H]1CN([C@@H](C)CO)C(=O)Cc2cc(NS(=O)(=O)c3ccc(F)cc3)ccc2O[C@H]1CN(C)Cc1ccc(Oc2ccccc2)cc1,3,17,-7,86*,.,-30[16.7 µM],-1.2
COc1cccc(NC(=O)N2CC(=O)N3[C@H](CO)[C@@H](c4ccc(C#CC5CCCCC5)cc4)[C@H]3C2)c1,-11,2,-14,23,.,.,3.1
COCCN(C(=O)COC(=O)C1CC1C)c1c(N)n(Cc2ccccc2)c(=O)[nH]c1=O (centres undefined),-1,-2,27,-8,-2,-5,1.0
CCNC(=O)C[C@H]1CC[C@@H]2[C@H](COc3ccc(NC(=O)NC(C)C)cc3C(=O)N2C)O1,41*,15,1,-8,2,1[16.7 µM],0.1
COc1cccc(NC(=O)C2CCCCC2)c1,.,.,.,-22,8,7,.
CC(NC(=S)Nc1ccc(OC(F)F)cc1OC(F)F)C(C)(C)C (centres undefined),.,.,-12,12,-5,.,.
COc1ccc(CN(C)Cc2cc(=O)oc3cc(C)c(C(C)C)cc23)cc1OC,1,7,-22,15,0,-2,3.2
O=[N+]([O-])/C(Cl)=C(/NCCO)C(Cl)=C(Cl)Cl,-3,9,7,6,11,5,1.3
COc1ccc(NC(=O)C(c2ccc(C(F)(F)F)cc2)n2c(=O)c(-c3ccco3)nc3ccccc32)cc1 (centres undefined),0,1,-40,20,-2,.,1.0

# Screens as filed in PubChem BioAssay.

# Outcome played no part in choosing rows. About 3.9% of those tested had a hit in this group.
